A549 tox – Nrf2 qHTS screen for inhibitors: counterscreen for cytotoxicity | Potency, µM (titrated, usually from 46 µM), without a hit: at the top dose activity change, negative = cytotoxicity, hits mostly inhibitors | A549 ARE-Fluc cells, CellTiter-Fluor viability, 18-24 h | 390,000 compounds, 0.16% hits | AID 504648, 2011; also: potency is read from the fitted curve at half-maximal effect; % is scaled to controls: 0 for no effect and ±100 for the full control effect
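A549 ARE-Fluc cells in 5% FBS OPTI-MEM, 5000 cells/well, rested 2 h then exposed to compounds in concentration-response for 18-24 h at 37 °C. Viability by CellTiter-Fluor fluorescence (Ex 405/Em 525) after 30 min; luciferase luminescence (BugLite, 15 min, RT) read afterwards.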
S2 tox – Viability Counterscreen for Primary qHTS for Inhibitors of ATXN expression. S2 cells (HEK-293 line with an ATXN2-luciferase reporter) viability, CellTiter-Fluor protease fluorescence, 24 h. Potency, µM (titrated, usually from 56.7 µM), most hits filed as cytotoxic. 400,000 compounds, 0.49% hits. AID 651635, 2014; also: potency is read from the fitted curve at half-maximal effect; nearly all actives have a fitted effect of over 40% in size
TGFb inhibitor – qHTS for Inhibitors of TGF-b; HepG2 CAGA-GFP TGF-b/SMAD3 reporter, GFP fluorescence, 18 h; TGF-beta stimulated, 500 pg/mL final; Potency, µM (top dose mostly 46.1 µM), for inactives: at the top dose activity, negative = inhibition, most hits filed as inhibitors; 410,000 compounds, 1.2% hits; AID 588855, 2011; also: potency is read from the fitted curve at half-maximal effect; % is scaled to controls: 0 for no effect and ±100 for the full control effect; nearly all actives have a fitted effect of over 65% in size
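Using HEPG2 CAGA-GFP reporter cells at 1000 cells/well, we pinned test compounds, stimulated with recombinant TGF-beta (500 pg/mL final) and measured total well GFP after 18 h.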
Nrf2 inh – Nrf2 qHTS screen for inhibitors; A549 ARE-Fluc reporter, luciferase luminescence, 18-24 h; 360,000 compounds, 2.1% hits; Potency, µM (top dose mostly 46 µM), without a hit: at the top dose activity change, negative = inhibition, actives largely listed as inhibitors; also: potency is read from the fitted curve at half-maximal effect; % is scaled to controls: 0 for no effect and ±100 for the full control effect; nearly all actives have a fitted effect of over 60% in size
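Cells were seeded and rested 2 h, then exposed to compounds for 18-24 h. CellTiter-Fluor was read first as a viability measure. BugLite was added 15 min before the final luminescent read of ARE-luciferase activity in A549 cells.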
Mm-Cpn inhibitor – Inhibitors of TCP-1 ring complex (TRiC) of Methanococcus maripaludis (MmCpn): qHTS; Chaperonin Mm-Cpn (Methanococcus maripaludis); Potency, µM (highest dose often 76.9 µM), for the others: top-dose activity, negative = inhibition, usual class: inhibitors; AID 504842, 2011; 330,000 compounds, 0.031% hits; purified Mm-Cpn ATPase, ADP Transcreener TR-FRET; also: potency is read from the fitted curve at half-maximal effect; % is scaled to controls: 0 for no effect and ±100 for the full control effect; nearly all actives have a fitted effect of over 80% in size
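25 nM Mm-CPN + cpd, 10 min 37°C; + 10 uM ATP, 30 min 37°C; buffer 30 mM Tris pH 7.4, 100 mM KCl, 5 mM MgCl2, 1 mM DTT; Transcreener ADP HTRF detection 30 min RT.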
Nrf2 ARE act – qHTS of Nrf2 Activators | AREc32 ARE-luciferase reporter (MCF7-derived line), luminescence, 24 h | Potency, µM (titrated, usually from 46.1 µM), for the others: top-dose activation, hits mostly activators | 410,000 compounds, 0.31% hits | AID 624171, 2012; also: potency is read from the fitted curve at half-maximal effect; % of control where 0% means no effect; nearly all actives have a fitted effect of over 65% in size
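AREc32_Fluc, 1000 cells/well, OPTI-MEM + 5% FBS, o/n 37 deg C 5% CO2; 23 nL cpd by pin tool, 24 hr; Steady-Glo 30 min RT, luminescence.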
HepG2 viability – qHTS for Inhibitors of TGF-b: Cytotox Counterscreen. Potency, µM (titrated, usually from 46.1 µM), inactives show at the top dose activity change, negative = cytotoxicity, hits mostly cytotoxic. HepG2 CAGA-GFP viability, ATP luminescence, 18 h. 410,000 compounds, 0.76% hits. AID 588856, 2011; also: potency is read from the fitted curve at half-maximal effect; some results filed as inactive show a strong effect at the top dose
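CellTiter-Glo luminescence gave cytotoxicity after 18 hours at 37 degrees C. The cells were HepG2 CAGA-GFP in 1% FBS DMEM, stimulated with 500 pg/mL TGF-beta after compound addition. %Activity was normalised to no-cell wells (complete cell-killing) and DMSO (no toxicity), and curves were fitted and classified.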
Akt phos inh – HTS Assay for Inhibitors of Akt Phophorylation: Primary Screen; Neuro2A IGF-stimulated pAkt S473 HTRF, 20 min; stronger effect = lower value; activity change, % for hits at 50 µM; 360,000 compounds, 0.32% hits; AID 651550, 2012; in the data active = activity change below about -80%; inconclusive = mostly about -51% to -80%; also: % is scaled to controls: 0 for no effect and ±100 for the full control effect
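Neuro2A cells in DMEM with 0.5% FBS, overnight at 37 deg C, given compound at single 50 µM final, then IGF (6 nM final) for 20 min at 37 deg C. Lysed; phospho-Akt Ser473 by HTRF after 24 h, 665/615 ratio.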
CCT modulator – High-Throughput Screening for Modulators of Cytosolic Chaperonin Activity; purified chaperonin ATPase assay, HTRF ADP detection, 30 min; activity change, % (test concentration not listed), hits read low; 360,000 compounds, 0.3% hits; in the data active = activity change below about -30%; also: % is scaled to controls: 0 for no effect and ±100 for the full control effect
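ATPase activity: ADP formed was measured by HTRF Transcreener (665/615 nm ratio) after 30 min at 37 deg C with 10 uM ATP. Compounds screened at one 76 uM concentration against 40 or 20 nM TRiC in Tris pH 7.4/KCl/MgCl2/DTT buffer.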
The depositor's hits bear a star; i = inactive; ? = inconclusive; . = not tested or not shown; & = joins results of further samples. Unless noted, calls follow the shape of the dose curve; as a rule, active = well fitted curve in the direction sought with a large enough effect; inconclusive = small, poorly fitted or top-dose-only effect, or another doubt; inactive = no such curve, though single readings can be large; an effect the other way counts as inactive or inconclusive.

| SMILES | A549 tox | S2 tox | TGFb inhibitor | Nrf2 inh | Mm-Cpn inhibitor | Nrf2 ARE act | HepG2 viability | Akt phos inh | CCT modulator |
| --- | --- | --- | --- | --- | --- | --- | --- | --- | --- |
| O=C(Nc1ccccc1C(=O)N1CCCC1)c1ncoc1-c1cccc(Cl)c1 | 2% | ? | 15% | ? | -2% | 0.3% | 1% | i | -1.0 |
| CCCCOc1cccc(C2(C(=O)O)CCCC2)c1 | -4% | i | ? | . | 0% | -0.4% | 24% | i | -1.8 |
| Cc1ccc(-n2cc(CNCCCn3cccn3)c(-c3cccc(C)c3)n2)cc1 | ? | . | ? | ? | -6% | -2.1% | -99% | i | -1.2 |
| Cc1ccc(CNC(=O)Cn2c(=O)c3sccc3n(Cc3ccc([N+](=O)[O-])cc3)c2=O)cc1 | -8% | i | -25% | ? | 1% | 0.0% | -30% | i | -0.4 |
| O=C1NC(Cc2ccc(O)cc2)c2nc3ccc(F)cc3c(=O)n2-c2cc(Cl)ccc21 (configuration not stated) | 1% | i | -41% | 13% | . | 3.6% | 4% | i | -1.4 |
| O=[N+]([O-])c1cc(C(F)(F)F)ccc1Sc1ccccn1 | 21% | i | -10% | 2% | 1% | 5.7% | -33% | i | 2.6 |
| C/C(=N/NC(=O)CCc1ccccc1)c1ccc2c(c1)OCO2 | 10% | i | -10% | -22% | 0% | 0.2% | -1% | i | -0.1 |
| CCCN1CCC(=O)N([C@H](COc2ccccc2)CC(C)C)CC1 | 3% | i | ? | 18% | 0% | 2.8% | 4%&-30% | i | 1.1 |
| Cn1c(C(=O)NCCN2CCc3ccccc3C2)cc2c(=O)n(C)c3ccccc3c21 | -2% | i | -28% | -27% | -2% | 11% | -14% | i | -1.1 |
| COc1ccc(N/N=C(/C(C)=O)N2CCCc3ccccc32)cc1 | -8% | i | -4% | 6.5µM* | -1% | 0.4% | 9% | i | 0.2 |
| COc1ccc(C(=O)NC(=O)COC(=O)CCS(=O)(=O)c2ccc(C)cc2)cc1 | -15% | i | 1% | -21% | 3% | 1.5% | -6% | i | -1.3 |
| CC[C@@H](C)[C@@H]1CN([C@@H](CN2CCC[C@H]2CN2C(N)=NC[C@H]2C(C)C)C(C)C)C(=N)N1CCCC1CCCC1 | 15% | i | 16% | -26% | 1% | 0.1% | -8% | i | -1.7 |
| COC(=O)c1ccc(COC(=O)C(NC(=O)Cc2ccccc2)C(C)C)cc1 (configuration not stated) | 10% | i | ? | 3% | 0% | 0.2% | -6% | i | -1.6 |
| COc1cc(/C=C2\C=CC(=O)O2)cc(OC)c1 | 7% | . | -17% | 1% | 1% | ? | -30% | i | -0.3 |
| COc1ccc(-n2c(-c3ccc(OC)c(OC)c3)n[nH]c2=S)cc1 | -6% | i | ? | -14% | -3% | 0.4% | 12% | i | -1.1 |

The last 2 records of the section above are carried over, then new ones follow.
| SMILES | A549 tox | S2 tox | TGFb inhibitor | Nrf2 inh | Mm-Cpn inhibitor | Nrf2 ARE act | HepG2 viability | Akt phos inh | CCT modulator |
| --- | --- | --- | --- | --- | --- | --- | --- | --- | --- |
| COc1cc(/C=C2\C=CC(=O)O2)cc(OC)c1 | 7% | . | -17% | 1% | 1% | ? | -30% | i | -0.3 |
| COc1ccc(-n2c(-c3ccc(OC)c(OC)c3)n[nH]c2=S)cc1 | -6% | i | ? | -14% | -3% | 0.4% | 12% | i | -1.1 |
| COc1cc(NS(=O)(=O)c2cc(Br)cc3c2N(C(C)=O)C(C)C3)cc(OC)c1 (configuration not stated) | -4% | . | 0% | . | . | -0.7% | -9% | . | . |
| COC(=O)CSc1nc(N)nc(C)c1Br | -3% | i | 0% | 19% | 1% | 0.5% | 1% | i | 0.6 |
| Cc1cc2n(n1)C(c1cn(-c3ccccc3)nc1C)Nc1ccccc1-2 (configuration not stated) | 1% | i | -14% | 14% | -12% | 2.3% | -14% | i | -4.6 |
| O=C(Nc1ccccc1-c1nnn(CC(=O)N2CCc3ccccc3C2)n1)C1CCC1 | -7% | i | 0% | ? | . | 0.0% | 0% | i | 2.4 |
| NC(=O)CNC(=O)[C@@H]1CC2(CC(c3ccc(Cl)cc3)=NO2)CN1C(=O)c1ccc(Br)cc1 (some centres not stated) | -3% | i | -18% | 8% | -6% | 3.6% | -3% | i | 0.6 |
| O=C(NC1CCCCCCC1)c1cccc(Cl)c1 | 0% | i | -13% | ? | 0% | 0.1% | 1% | i | 0.2 |
| O=C(CNCCC1=CCCCC1)Nc1ccccc1N1CCCCCC1 | -24% | ? | ? | ? | 2% | 6.6% | -42% | i | -0.6 |
| Cc1ccc(C2=NN(S(=O)(=O)c3ccccc3)C(c3ccco3)C2)cc1 (configuration not stated) | -4% | i | -23% | ? | -6% | 4.3% | -16% | i | -3.2 |
| O=C(Nc1ccc2c(c1)OCCO2)NC12CC3CC(CC(C3)C1)C2 | 3% | i | ? | ? | 1% | 0.9% | -27% | i | -1.2 |
| COC(=O)C(Cc1ccc(O)cc1)NC(=O)CCNC(=O)c1ccco1 (configuration not stated) | -3% | i | 0% | -3% | -2% | -0.7% | 0% | i | -1.5 |
| COc1cccc(COC(=O)CCNC(=O)c2ccc(Br)cc2)c1OC | 2% | i | -4% | 2% | 0% | 0.2% | -13% | i | -2.2 |
| Cc1ccc(CN2[C@@H](c3ccccc3)COCCS2(=O)=O)cc1 | -4% | i | ? | 3% | 0% | 0.0% | 12%&-26% | i | -0.1 |
| COCCNC(=S)N=Nc1c(O)[nH]c2c(C)cc(C)cc12 | -1% | i | 25% | 22% | 1% | 3.0% | -22% | i | -0.7 |
| Cc1cc(C(=O)CN2C(=O)C(=O)N(Cc3ccccc3)C2=O)c(C)n1-c1ccc2c(c1)OCCO2 | -6% | ? | 4% | ? | 1% | -0.6% | 13% | i | 2.4 |
| Cc1ccccc1-c1nc(CN2CCCC2c2ccc(F)cc2)c(C)o1 (configuration not stated) | -5% | i | -7% | -4% | -1% | 0.1% | -6% | i | -4.0 |
| Cc1nnc(N2CCOCC2)c2nn(-c3ccccc3)c(C)c12 | -14% | i | 0% | -12% | 0% | 0.3% | 6% | i | -6.6 |
| CCOC(=O)c1cccc(NC(=O)C(CC(C)C)N2Cc3ccccc3C2=O)c1 (configuration not stated) | -11% | . | 22% | 0% | . | -0.4% | -8% | . | . |
| O=C(Nc1cccc(S(=O)(=O)N2CCOCC2)c1)C1CCN(S(=O)(=O)c2ccccc2)CC1 | -1% | i | -13% | -19% | 1% | -0.7% | -23% | i | 2.0 |
| O=C(Nc1nc2ccsc2c(=O)s1)c1ccc(Cl)cc1 | -4% | ? | -4% | ? | ? | ? | 2% | i | -1.5 |
| CN(C)CCCN(Cc1ccccc1)C(=S)Nc1ccc(F)c(Cl)c1 | ? | i | ? | ? | -1% | 9.7% | 2% | i | 0.9 |
| Brc1ccc(CNc2ccc3ncccc3c2)cc1 | -10% | i | ? | -27% | -1% | 7.4% | -32% | i | 0.1 |
| CCOC(=O)N1CCC(c2nc(C)sc2C(=O)O)CC1 | 23% | i | 22% | 6% | 2% | 0.0% | -8% | i | 0.0 |
| COc1ccc(S(=O)(=O)N2CCOCC2)cc1C(=O)Nc1ccon1 | -4% | i | ? | . | 0% | -0.7% | -3% | i | -1.2 |
| COC(=O)c1ccc(CNC(=O)COC(=O)CCN2C(=O)C3CC=CCC3C2=O)cc1 (configuration not stated) | 7% | i | -11% | 1% | 1% | -0.2% | -10% | i | -6.4 |
| CC(=O)c1cccc(CN2CCCC(C(=O)Nc3cccc(-n4cccn4)c3)C2)c1 (configuration not stated) | 4% | i | -14% | -1% | -2% | 7.2% | -1% | i | -2.5 |
| Cc1c2cnn(CC(=O)O)c(=O)c2c(C)n1Cc1cccc(Cl)c1 | 5% | . | . | 5% | . | 3.9% | 7% | . | . |
| COCC(=O)n1nc(-c2ccc(Cl)cc2)nc1NCc1ccc(F)cc1 | -15% | i | -13% | 4% | 1% | -0.6% | -33% | i | -0.5 |
| CCN1C(=O)/C(=C/N2CC(C)CC(C)C2)SC1=S (configuration not stated) | -3% | i | 16% | 10% | -2% | -0.4% | -12% | i | -0.5 |
| Cc1ccc(C(C(=O)NC2CCCCC2)N(CCC(C)C)C(=O)CNC(=O)c2ccco2)o1 (configuration not stated) | -6% | i | -11% | -8% | -1% | -0.5% | -3% | i | 0.6 |
| O=C(c1ccc(-c2cccc(C(F)(F)F)c2)o1)N1CCN(c2ccccc2)CC1 | -4% | i | -16% | -6% | 1% | -0.8% | 3% | i | -5.5 |
| CN(C)S(=O)(=O)N1CCC(Oc2ccc(C(=O)N3CCCCCCC3)cc2)CC1 | -8% | i | -1% | 9% | -1% | 6.6% | -22% | i | 0.1 |
| COc1cc(-c2ccc(N3C(c4ccsc4)=Cc4ccccc4C3CC(C)=O)cc2)cc(OC)c1OC (configuration not stated) | . | i | . | . | . | 0.2% | . | i | -0.3 |
| Cc1cc(NC(=O)CN2CCCC(C)C2)no1 (configuration not stated) | 0% | i | -23% | 4% | -4% | -0.3% | -3% | i | -1.3 |
| C[C@H]1CCCCO[C@@H](CN(C)S(=O)(=O)c2ccc(F)cc2)[C@@H](C)CN([C@@H](C)CO)C(=O)c2cc(NC(=O)Nc3ccc4c(c3)OCO4)ccc2O1 | . | i | 1% | . | . | -0.6% | -8% | i | -2.7 |
| Cn1c(=O)c2c(nc(SCCN3CCOCC3)n2Cc2ccc(Cl)cc2)n(C)c1=O | -2% | ? | -17% | -12% | . | 0.0% | -16% | i | 0.7 |

High-throughput results deposited in PubChem BioAssay by National Center for Advancing Translational Sciences (NCATS).
